From PubChem
KB-V1 MDR tox: KB-V1 MDR subline cytotoxicity. KB-V1 MDR cells viability, CellTiter-Glo, 72 h. Potency, µM (top dose mostly 46.1 µM), without a hit: top-dose activity change, negative = cytotoxicity, actives largely listed as cytotoxic. 3.4% of 400,000 active. AID 1347076; also: potency is read from the fitted curve at half-maximal effect; % is scaled to controls: 0 for no effect and ±100 for the full control effect; nearly all actives have a fitted effect of over 60% in size
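Cytotoxicity toward P-gp-expressing KB-V1 cells was determined as loss of CellTiter-Glo luminescence after 72 h at 37 degrees C. Compounds were tested in quantitative HTS format across a concentration range, with curves fitted to normalized data.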
HEK293 tox: cytotoxicity counter-screen for GLP-1 receptor inverse agonists | HEK293 cAMP-luciferase reporter cells, luminescence, 24 h | Potency, µM (top dose mostly 38.3 µM), for inactives: at the top dose activity change, negative = inhibition, actives largely listed as inhibitors | 0.13% of 410,000 active | AID 624418;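 also: loss of luciferase light is scored as toxicity; potency is read from the fitted curve at half-maximal effect; % is scaled to controls: 0 for no effect and ±100 for the full control effect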
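Luminescence readout: signal drop marks cytotoxicity. Plated cells grew 12 h at 37 °C, 5% CO2, received 23 nL compound for 24 h, then got luciferase reagent, read after 12 min at RT.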
GLP-1R agonist: agonists of human GLP-1 receptor | P43220 | HEK293 GLP-1R CRE-luciferase, luminescence, 4-6 h; cells express a hypersensitive GLP-1R form | Potency, µM (top dose mostly 45.6 µM), without a hit: at the highest dose activation, usual class: activators | 0.007% of 380,000 active; also: potency is read from the fitted curve at half-maximal effect; % of control where 0% means no effect
Target sequence (P43220 whole entry, looked up): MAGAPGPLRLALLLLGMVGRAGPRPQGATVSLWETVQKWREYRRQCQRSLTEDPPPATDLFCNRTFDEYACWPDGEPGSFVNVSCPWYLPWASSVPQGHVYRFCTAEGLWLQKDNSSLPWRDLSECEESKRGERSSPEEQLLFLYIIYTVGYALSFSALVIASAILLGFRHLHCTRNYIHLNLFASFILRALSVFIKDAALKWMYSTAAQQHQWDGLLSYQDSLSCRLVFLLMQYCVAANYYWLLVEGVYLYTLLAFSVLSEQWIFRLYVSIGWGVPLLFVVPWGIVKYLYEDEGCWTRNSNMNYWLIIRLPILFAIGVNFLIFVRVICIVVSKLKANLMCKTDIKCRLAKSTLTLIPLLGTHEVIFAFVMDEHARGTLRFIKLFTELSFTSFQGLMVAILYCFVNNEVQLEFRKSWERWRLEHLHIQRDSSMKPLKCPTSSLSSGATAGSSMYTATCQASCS
TDP43 rescue: inhibitors of TDP-43 toxicity in yeast; Potency, µM (top dose mostly 46.1 µM), for the others: at the top dose growth rescue (activation), hits mostly activators; 1.8% of 410,000 active; TDP-43 expressing yeast growth rescue, BacTiter-Glo, 24 h; also: potency is read from the fitted curve at half-maximal effect; % of control where 0% means no effect; nearly all actives have a fitted effect of over 50% in size
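Yeast cells expressing TDP-43 under galactose induction are exposed to compounds for 24 hr at 30 deg C. BacTiter-Glo luminescence measures growth, so protective compounds score as activators.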
D3 antag: antagonists of human D3 dopamine receptor; P35462; D3R cells, DiscoveRx beta-arrestin luminescence, antagonist mode; hits give low values; max response, negative = inhibition, %; 2.5% of 360,000 active; AID 652054; in the data active = max response below about -50%; inconclusive = no clear call, values can overlap the other calls; also: % is scaled to controls: 0 for no effect and ±100 for the full control effect; mostly tested at two doses, the higher about 12 µM
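Cells expressing the human receptor were seeded at 1500 cells/well, incubated overnight at 37 degrees C in 5% CO2, then exposed to library compounds with dopamine controls for 90 minutes at 37 degrees C before luminescent detection.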
DRD3 agonist: activates the human D3 dopamine receptor; D3R DiscoveRx beta-arrestin cells, luminescence, 90 min; max activation, %; 0.58% of 410,000 active; AID 652048; in the data active = max activation above about 30%; also: 0% is about no effect; mostly tested at two doses, the higher about 12 µM
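Agonist-mode cell screen: cells plated at 1500/well and incubated overnight at 37 °C, then exposed to library compounds for 90 min at 37 °C. Detection reagent was added for 30–60 min at room temperature, and luminescence was read.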
GLP1R inv ag: GLP-1 receptor (human) inverse agonism; 1.6% of 410,000 active; HEK293 GLP-1R CRE-luciferase, luminescence, 24 h; GLP-1R form is constitutively active; Potency, µM (top dose mostly 38.3 µM), for the others: at the top dose activity change, negative = inhibition, most hits filed as inhibitors; also: potency is read from the fitted curve at half-maximal effect; % is scaled to controls: 0 for no effect and ±100 for the full control effect; nearly all actives have a fitted effect of over 55% in size
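qHTS in 1536-well format: reporter HEK293 cells expressing constitutive GLP-1R activity in DMEM + 10% Nu serum, 24 hr with compounds at 37 deg C, luminescence read after 12 min with detection reagent.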
PTHR1 ag: agonists of human PTHR1 parathyroid hormone receptor; Q03431; HEK293 GP2 PTHR1 cells, GloSensor cAMP luminescence, 1 h; Potency, µM (doses to about 115 µM), inactives show at the highest dose activation, actives largely listed as activators; 0.075% of 410,000 active; AID 743266; also: potency is read from the fitted curve at half-maximal effect; nearly all actives have a fitted effect of over 55% in size; some results filed as inactive show a strong effect at the top dose; inactives centre near -15; many of its hits are not listed in these tables
Target sequence (Q03431 whole entry, looked up): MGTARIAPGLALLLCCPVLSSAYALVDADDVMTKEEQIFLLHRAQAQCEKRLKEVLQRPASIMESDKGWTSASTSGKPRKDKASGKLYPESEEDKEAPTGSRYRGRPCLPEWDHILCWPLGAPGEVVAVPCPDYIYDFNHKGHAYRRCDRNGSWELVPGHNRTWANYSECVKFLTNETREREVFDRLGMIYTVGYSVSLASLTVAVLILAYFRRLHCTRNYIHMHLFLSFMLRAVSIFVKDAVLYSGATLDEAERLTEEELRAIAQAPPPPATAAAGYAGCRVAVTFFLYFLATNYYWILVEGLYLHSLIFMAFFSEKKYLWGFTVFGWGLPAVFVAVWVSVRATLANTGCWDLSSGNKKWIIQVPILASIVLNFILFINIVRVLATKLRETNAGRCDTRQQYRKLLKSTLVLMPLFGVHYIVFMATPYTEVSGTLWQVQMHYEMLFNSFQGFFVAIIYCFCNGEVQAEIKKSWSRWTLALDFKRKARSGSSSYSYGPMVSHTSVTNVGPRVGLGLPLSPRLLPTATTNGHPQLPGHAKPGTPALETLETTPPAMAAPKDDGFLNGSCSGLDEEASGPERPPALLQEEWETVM
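HEK-293-derived GP2 cells expressing PTHR1 and a GloSensor cAMP reporter, 3,000/well, plated overnight, given luciferin plus IBMX (each 0.5 mM as added) for 1 h at 37 °C, then compound for 1 h at 37 °C. Luminescence was read after 15 min at room temperature.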
aSyn rescue: inhibitors of alpha-synuclein toxicity in yeast; Potency, µM (series often up to 46.1 µM), without a hit: at the top dose growth rescue (activation), usual class: activators; Yeast expressing alpha-synuclein, growth rescue, BacTiter-Glo, 24 h; 0.14% of 370,000 active; also: potency is read from the fitted curve at half-maximal effect; % of control where 0% means no effect; nearly all actives have a fitted effect of over 65% in size
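Rescue of yeast growth: cells expressing toxic alpha-synuclein, induced in galactose at OD600 0.02, incubated with compound 24 h at 30 C. ATP luminescence quantified growth; inhibitors of toxicity appear as activators.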
* marks the source's active call; other numbers are inactive results; i = inactive; ? = inconclusive; / = not tested or not shown; [ ] = dose if it differs, or a comment. Unless noted, calls follow the shape of the dose curve; as a rule, active = well fitted curve in the direction sought with a large enough effect; inconclusive = small, poorly fitted or top-dose-only effect, or another doubt; inactive = no such curve, though single readings can be large; an effect the other way counts as inactive or inconclusive. Only part of the results is shown; the hit share may differ from the screen's.

SMILES	PTHR1 ag	TDP43 rescue	KB-V1 MDR tox	aSyn rescue	DRD3 agonist	HEK293 tox	GLP1R inv ag	D3 antag	GLP-1R agonist
Cc1ccc(NC(=O)c2ccc(-c3ccccc3)s2)cc1	-6.5%	8.0%	5.9%	/	-0.1	-0.5%	-11.3%	/	/
COc1cccc(NC(=O)CSc2ccc3nnc(-c4ccccn4)n3n2)c1	i	11.0%	17.2%	3.4%	-1.4	14.3%	5.1%	11.6	-3.1%
COC(=O)[C@@]1(Cc2ccc(F)cc2)[C@H]2c3cc(C(=O)N4CCCC4)n(CCCNc4ncc(C(F)(F)F)cc4Cl)c3C[C@H]2CN1C(=O)c1ccccc1	i	7.9%	0.0%	2.2%	-8.9	-19.1%	?	12.9	-1.3%
Cc1ccc(NC(=O)Cn2c(=O)n(CC3CCC(C(=O)NC(C)C)CC3)c(=O)c3sccc32)cc1 (stereo unspecified)	-12.9%	8.2%	28.3%	/	8.2	5.8%	12.1%	/	/
CC(C)(C)C(=O)COC(=O)c1ccc(N)c([N+](=O)[O-])c1	i	-11.9%	0.0%	-1.2%	6.3	-9.7%	5.1%	-9.9	7.7%
COc1ccc(C2C(C(C)=O)=C(C)Nc3ncnn32)cc1[N+](=O)[O-] (stereo unspecified)	i	-6.2%	24.6%	-3.6%	-7.0	5.2%	25.7%	-11.3	22.2%
CCCn1c(=O)c2sccc2n2c(CCCC(=O)Nc3ccc(Oc4ccc(Cl)cc4)cc3)nnc12	-94.9%[inhibitor]	-2.6%	/	/	2.1	?	?	/	/
CC(=O)c1cccc(S(=O)(=O)NC2CC2)c1	i	10.2%	-5.8%	-3.4%	1.8	6.7%	13.7%	5.4	0.5%
COc1ccc(-c2ccc(NS(=O)(=O)c3ccccc3Cl)cc2)nn1	-3.4%	18.3%	10.0%	/	0.5	-31.1%	23.7%	/	/
Cn1c(SCC(=O)NCc2ccc3c(c2)OCO3)nnc1-c1cc2ccccc2cc1O	-35.9%[inhibitor]	5.1%	-30.2%	/	-3.9	?	0.0%	15.9	-7.3%
CC(=O)Nc1ccc(S(=O)(=O)N(C#N)c2nc(C)cc(C)n2)cc1	-12.2%	20.4%	0.0%	1.1%	1.8	4.1%	6.5%	1.8	-2.2%
CC(C)(C)OC(=O)N1CCC(c2c(C(=O)N3CCN(c4ncccn4)CC3)cnn2-c2ccc(F)cc2F)CC1	4.4%	5.5%	0.8%	/	4.9	5.5%	7.7%	/	/
CCc1cc2c(cc3c(=O)n(CC(=O)N4CCN(c5cccc(C)c5C)CC4)nc(CC)n32)s1	-1.9%	16.9%	/	/	14.4	4.4%	-1.9%	/	/
COc1ccc(Nc2c(-c3cccc(O)c3)nc3cnccn23)cc1	-4.5%	0.0%	15.1%	/	4.5	-11.1%	14.2%	/	0.9%
CCc1ccc(NC(=S)NC(=O)c2c(-c3ccccc3Cl)noc2C)cc1	-5.9%	3.0%	-22.0%	7.3%	6.3	-6.7%	10µM*	-21.5	10.7%

SMILES	PTHR1 ag	TDP43 rescue	KB-V1 MDR tox	aSyn rescue	DRD3 agonist	HEK293 tox	GLP1R inv ag	D3 antag	GLP-1R agonist
O=[N+]([O-])c1ccc(N/N=C/c2sc(N3CCOCC3)nc2-c2ccccc2)c(S(=O)(=O)Nc2ccccc2Cl)c1	-39.9%[inhibitor]	-1.7%	?	0.2%	-3.5	?	?	-52.5*	-7.2%
Cc1ccc(NC(=O)CCCSc2nc3ccccc3[nH]2)cc1	-9.2%	3.8%	?	1.3%	-1.0	0.7%	?	3.3	17.7%
CCOC(=O)c1c(C)c(-c2ccccc2)n(CC(=O)NC2CCCCC2)c1C	-4.8%	-1.9%	15.4%	/	-8.5	?	13.9%	/	-0.2%
Fc1ccc(-c2nc3c(Cl)cc(C(F)(F)F)cn3c2Cc2cccc(F)c2)cc1	1.2%	1.4%	?	7.3%	-6.2	-5.8%	-12.0%	0.0	-0.1%
Cc1cc(NC(=O)CCC2CCCCC2)no1	?	23.3%	-18.2%	-3.0%	1.0	11.1%	12.5%	-16.1	13.5%
CCOc1ccc(N2C(=O)CC(Sc3nc(CC(C)C)ccc3C#N)C2=O)cc1 (stereo unspecified)	-18.9%	-4.2%	9.5%	3.3%	12.2	-2.3%	-12.2%	-0.6	3.8%
CCOc1ccc(NC(=O)c2ccc(Br)o2)c([N+](=O)[O-])c1	-3.5%[57.5 µM]	-1.3%	7.9%	-5.5%	-0.6	-11.1%	30.4%[activator]	-6.5	-5.6%
CC1(C(=O)NS(=O)(=O)c2ccccc2)CCN1C(=O)Cc1cccs1 (stereo unspecified)	i	15.7%	3.8%	0.1%	4.5	2.2%	13.3%	37.4	-5.2%
O=C(CSCc1c(F)cccc1Cl)NCCc1ccccc1	-22.4%	?	0.0%	-1.3%	1.7	15.5%	?	-17.3	5.9%
Cc1ccc(C(=O)NCC(=O)OCC(=O)N2CC(C)OC(C)C2)cc1 (stereo unspecified)	i	10.2%	19.9%	-0.8%	-6.9	12.4%	-1.4%	1.5	-0.2%
Cc1cc(OC(=O)c2c(Cl)cc(Cl)cc2Cl)nc(C)n1	i	26.5%	-8.5%	7.4%	-1.6	1.8%	17.8%	-14.4	9.8%
COc1cc(OC)c(CN2CCN(c3ccc(F)cc3)CC2)cc1Br	?	-12.4%	16.4µM*	-7.4%	-12.0	4.9%	0.0%	-74.0*	1.2%
COc1ccc(OC)c(CNC(=O)Cn2nc(C)c3nn(-c4ccc(Cl)cc4)c(C)c3c2=O)c1	i	12.8%	/	/	-1.5	-16.8%	8.1%	/	/
NNC(=O)C12CC3CC(C1)CC(n1ncnn1)(C3)C2	i	25.2%	5.9%	7.2%	0.3	2.4%	2.1%	-7.1	0.9%
Cc1ccc(-c2cc(C(=O)Nc3ccccn3)c3ccccc3n2)o1	-23.9%	23.1%	?	1.5%	-5.1	5.4%	-32.7%	10.7	4.2%

SMILES	PTHR1 ag	TDP43 rescue	KB-V1 MDR tox	aSyn rescue	DRD3 agonist	HEK293 tox	GLP1R inv ag	D3 antag	GLP-1R agonist
O=C(Nc1ccc(F)cc1)c1cccnc1N1CCCCC1	?	-3.8%	?	-2.9%	7.3	12.3%	0.0%	-21.9	16.7%
COc1ccc(NC(=O)c2oc3ccc(S(=O)(=O)N4CCCCC4)cc3c2C)cc1	-45.6%[inhibitor]	11.5%	6.51µM*	/	6.8	-1.9%	-23.5%	/	/
COc1ccc(NCc2ccc([N+](=O)[O-])s2)cc1	-32.5%[inhibitor]	?	0.4%	20.0%	-4.1	-22.4%	167.6%[activator]	-0.5	8.3%
Cc1nc(-c2coc3c(CN(C)C)c(O)ccc3c2=O)cs1	-7.3%	-15.2%	11.3%	-15.3%	18.7	4.8%	0.0%	-6.2	-8.9%
COc1cc(CCC(=O)OCC(=O)NC(=O)c2ccc(Cl)cc2)cc(OC)c1OC	i	0.2%	?	-0.7%	1.1	-3.7%	-22.1%	13.0	9.5%
Cc1ccccc1C(=O)N=c1ccn(-c2nc3ccccc3nc2NS(=O)(=O)c2ccc(F)cc2)cc1	i	18.1%	?	-4.4%	4.4	-12.3%	?	0.6	2.5%
O=C(Nc1ccc(Br)cc1)N1CCCCCC1	i	?	-3.4%	2.2%	-4.7	-4.9%	?	0.8	-1.1%
O=C(CCCC(=O)NN=Cc1ccc(Cl)cc1Cl)NN=Cc1ccc(Cl)cc1Cl	-24.9%	0.7%	-7.7%	-0.5%	1.8	-5.3%	10.1%	11.8	-2.4%
CCc1noc(C)c1C(=O)N1CCCSC1=Nc1ccccc1C(C)C	-1.6%	13.1%	-28.2%	15.6%	-0.2	-2.1%	?	?	0.4%
CCOc1cc(C#N)c(NC(=O)c2cccnc2Cl)cc1OCC	-5.2%[57.5 µM]	14.8%	-2.4%	-11.1%	4.9	4.9%	7.1%	-7.2	-1.1%
Nc1nc(NCc2ccco2)nc(NC2CCCCC2)c1[N+](=O)[O-]	-3.5%	1.6%	-7.3%	-8.4%	-8.5	1.6%	51.7%[activator]	-7.8	9.5%
CCCN(CC(=O)Nc1ccccc1C)C(=O)CCCOc1ccc(Br)cc1	-23.3%	21.7%	-3.0%	?	0.0	2.4%	8.91µM*	-3.6	1.1%
COc1ccc(CCNC(=O)c2cc3c(=O)n4ccccc4nc3n(CC3CCCO3)c2=N)cc1 (stereo unspecified)	-22.7%	16.4%	9.0%	1.5%	-24.8	-10.2%	2.2%	-16.5	4.8%
O=C1c2oc3ccccc3c(=O)c2C(c2ccccn2)N1Cc1ccccc1 (stereo unspecified)	i	-13.2%	-6.7%	-7.2%	1.6	-4.2%	13.7%	-5.2	-22.9%
O=C(NCC(=O)N1CCN(c2ccccc2O)CC1)c1cccs1	-21.5%	-15.6%	-0.6%	-5.9%	-1.1	7.9%	7.7%	4.7	5.0%

SMILES	PTHR1 ag	TDP43 rescue	KB-V1 MDR tox	aSyn rescue	DRD3 agonist	HEK293 tox	GLP1R inv ag	D3 antag	GLP-1R agonist
COc1ccc(CCN2CC(C(=O)Nc3ccc4c(c3)OCO4)CC2=O)cc1OC (stereo unspecified)	i	16.2%[9.22 µM]	-4.5%	4.7%	9.0	3.7%	5.7%	3.8	8.7%
CS(=O)(=O)N1CCc2cc(-c3csc(NC(=O)Cc4cccs4)n3)ccc21	-41.6%	-13.2%	11.8%	0.2%	13.7	3.9%	-21.3%	33.6	-0.4%
CCOc1cc(/C=N/NC(=S)Nc2ccccc2C(F)(F)F)ccc1OCC(=O)N1CCOCC1	i	22.8%	?	7.0%	5.9	-13.7%	?	24.9	-1.0%
O=[N+]([O-])c1ccc(N=Nc2ncc[nH]2)cc1	-14.4%	12.1%	?	-1.1%	-14.5	5.62µM*	?	-111.0*	-2.3%
